H9c2 TAG inh = inhibitors of triacylglycerol accumulation, primary screen, cell-based, uHTS, fluorescence, H9c2. H9c2 cells, Nile Red lipid (TAG) fluorescence; cells loaded with 200 µM oleic acid. inhibition, % at 12.5 µM. 0.66% of 230,000 active. AID 651582, 2012;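 active = pattern-corrected inhibition of lipid staining of at least 50% with the nuclear-stain viability signal not falling by more than 50%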;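 also: 0% = DMSO wells and 100% = triacsin C control wells; some results filed as inactive read as strong as hits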
H9c2 TAG inh DAPI viability = further read-out of H9c2 TAG inh, marked with its call; DAPI nuclei signal change (viability), lower = more cytotoxic, %;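 whole-well DAPI fluorescence read on a plate reader as a viability signal; minus 50 percent equals half of cells still viable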
Active calls of the source: *; i = inactive. The list is partial; rates above refer to the full screens.

SMILES	H9c2 TAG inh	H9c2 TAG inh DAPI viability
COC(=O)c1nn(-c2ccccc2)c(Cl)c1/C=N/OCc1c(Cl)cccc1Cl	-9	i
CCOc1ccc(-n2nc3ccc(NC(=O)CC)cc3n2)cc1	-17	78
Nc1nc(F)cc(N2CCCCCC2)n1	4	-2
CN(C)c1ccc(C=C2C=C(c3ccccc3)OC2=O)cc1	-1	-1
O=C(CCc1nc(-c2ccccc2)no1)Nc1cc(C(F)(F)F)ccc1Cl	16	-9
Cc1ccc(CNC(=O)CN(C)C2=NS(=O)(=O)c3ccccc32)cc1	-9	0
O=C(c1ccc(CS(=O)(=O)c2ccccc2)o1)N1CCOCC1	3	-4
COC(=O)c1[nH]c(=O)c2ccccc2c1O	-2	-8
COc1ccc(S(=O)(=O)Nc2cccc3c2O[C@H](CN(C)C(=O)Nc2ccc(C(F)(F)F)cc2)[C@@H](C)CN([C@H](C)CO)C3=O)cc1	-1	-4
COc1ccc(-c2ocnc2C(=O)Nc2ccccc2N2CCCCC2)cc1	36	27
COc1ccc(Cl)cc1NC(=S)N1CCN(c2ncccn2)CC1	2	-7
Cc1onc(-c2ccccc2Cl)c1C(=O)N1CCN=C1SCc1cccnc1	-10	-1
CCc1nc2sc3c(=O)[nH]cnc3c2c2c1CSC(C)(C)C2	8	-6
Cc1ccc(O)c(C(CC(=O)NC(C)C)c2ccccc2)c1 (stereo not drawn)	-1	0
CC(C)Nc1nc2nonc2nc1Nc1ccccc1	8	-4
CO/N=C/C1C(=O)NN=C1c1ccccc1 (stereo not drawn)	1	-4
O=C(NCC(=O)N(c1ccccc1)C(C(=O)NC1CCCC1)c1cccnc1)c1ccco1 (stereo not drawn)	-4	-4
Cc1ccc(/C=C(\NC(=O)c2ccc(C)cc2)C(=O)NCCCn2ccnc2)cc1	8	-6
CCOc1cc(N2CCOCC2)c(OCC)cc1NC(=O)c1ccc(OC)c(S(=O)(=O)N2CCOCC2)c1	-12	-8
CN(CCOc1ccccc1)C(=O)c1ccc(Cl)c(S(=O)(=O)N2CCCCC2)c1	-15	5
CN(c1ccccc1)S(=O)(=O)c1ccc(C(=O)Nc2nccs2)cc1	-1	0
C/C(=N\NC(=O)C(N)=O)c1ccc2c(c1)OCCO2	3	9
O=C(Nc1cccc(Cl)c1)C1CC1c1ccccc1 (stereo not drawn)	-20	-3
O=C(/C(=N\O)n1cncn1)c1ccc(Cl)cc1Cl	-1	-2
COC(=O)c1cccc(Cn2c(Cl)c(/C=N/NC(=O)c3ccccc3Cl)sc2=O)c1	23	-9
COc1ccc(C(CNC(=O)c2nn(-c3ccccc3)c(=O)c3ccccc23)N2CCOCC2)cc1 (stereo not drawn)	-1	1
O=C(OCc1nc2ccccc2s1)C1CCN(S(=O)(=O)c2cccs2)CC1	2	-4
CC1CC(=O)Nc2ccccc2N1 (stereo not drawn)	-10	4
CN1CCN(C(=O)c2cccc3c(-c4ccc(F)c(F)c4)coc23)CC1	12	6
COc1ccc(/C=C/C(=O)NC(=S)NNC(=O)c2cc(OC)c(OC)c(OC)c2)cc1OC	14	-7
Oc1[nH]c(=S)sc1/C=C1\C(c2ccccc2)=Nc2ccccc21	-6	12
CC(C)N1CCN(Cc2cccs2)CC1CCO (stereo not drawn)	0	2
COc1ccc(C(C)C)cc1S(=O)(=O)NC1CCCC1	-18	-3
CCOC(=O)c1sc2cc([N+](=O)[O-])cc(SCCO)c2c1N	-27	-2
CCSc1nc2sc3c(c2c(=O)n1C1CCCCC1)CCN(C)C3	-74	27
O=C(CSc1nnnn1-c1ccc(Cl)cc1)NC1CCS(=O)(=O)C1 (stereo not drawn)	7	-15
Cc1ccc(S(=O)(=O)N/N=C/c2ccc(OCC(=O)NC(C)C)cc2)cc1	-4	8
CCOC(=O)c1ccc(NC(=O)C2(c3ccccc3)CCOCC2)cc1	-2	3
Clc1ncccc1-c1nnn(-c2ccccc2Br)n1	3	-5
CCN1C(=O)[C@H]2[C@@H](c3ccc(C)cc3)N3C(=O)N(c4ccc(C)cc4)C(=O)[C@@]3(Cc3ccc(Cl)cc3)[C@H]2C1=O	13	-7
CN1CCN(C(=O)C2=C[C@@H](C3CCCCC3)C[C@@H](OCc3ccc(CO)cc3)O2)CC1	-9	17
Nc1c(Cl)c(Cl)nc(C(=O)OCC(=O)NC2CCCCC2)c1Cl	18	-1
O=C(CNc1ccccc1)N/N=C/c1c[nH]c2ccccc12	-2	0
CCCCC#Cc1ccccc1CC(=O)Nc1ccccc1	-1	-10
FC(F)(F)Oc1ccc(NC(=S)Nc2ccccc2N2CCOCC2)cc1	-2	3
c1ccc2c(c1)c1ccccc1n2CN1CCOCC1	2	4
COc1ccc(CN2C(CC(=O)Nc3cccnc3)c3ccc(C(F)(F)F)cc3S2(=O)=O)cc1 (stereo not drawn)	-11	-5
Cc1cccc(NC(=O)NNC(=O)COc2ccc([N+](=O)[O-])cc2)c1C	4	-1
Cc1ccc(/C=N/N2CCN(c3ccncc3S(=O)(=O)N3CCCCC3)CC2)cc1	12	2
COCCOc1ccc(C(F)(F)F)cc1NC(=O)COC(=O)c1cc[n+]([O-])cc1	1	-5
COc1cccc(NC(=O)CN(C)C(=O)c2ccc(Cl)c(S(=O)(=O)N3CCCCCC3)c2)c1	9	2
Cc1ccc(-c2cc([C@H]3[C@H]4C=CC[C@@H](C)[C@@H]4C(=O)N3Cc3ccccc3)ccc2F)cc1	-28	-4
O=[N+]([O-])c1ccc(-c2csc(NN=C3CCCC3)n2)cc1	-5	0
Cc1ccc(-n2nc(-c3ccc(OC(F)(F)F)cc3)cc2N)cc1C	-1	-1
Cc1cccc(NC(=O)CCCN2C(=S)NC(C)(C)CC2C)c1C (stereo not drawn)	-10	9
CC(=NNC(=S)N1CCN(c2ccccn2)CC1)c1nccs1	-36	-23
COc1ccc([N+](=O)[O-])cc1NC(=O)CCC(=O)c1cccs1	-18	1
Cc1ccc(OCC(=O)N(C)CC(=O)Nc2ccc(Cl)c(C(F)(F)F)c2)c([N+](=O)[O-])n1	-14	2
CCOC(=O)c1c(NC(=O)c2cccnc2)sc(C(C)=O)c1C	-3	-1
CCCCc1ccc(S(=O)(=O)NCCc2ccncc2)cc1	-13	-6

(next part)
SMILES	H9c2 TAG inh	H9c2 TAG inh DAPI viability
OC(CCN1CCCCC1)(c1ccccc1)C1C[C@@H]2C=C[C@H]1C2 (stereo partly drawn)	12	-15
CC(C)(C)S(=O)(=O)c1cnc(N2CCCCC2)nc1N	-2	3
Cc1[nH]c2ccccc2c1SCCN	16	-6
CC1(C(=O)NS(=O)(=O)c2ccc(Br)cc2)CCN1C(=O)C1(c2ccccc2)CC1 (stereo not drawn)	20	-9
CC(C)c1cccc(C(C)C)c1OCCCCCN1CCOCC1	5	4
Cc1nc(SCc2ccccc2)nc2c1CCC2	-18	-3
NNC(=S)Nc1ccc(S(=O)(=O)N2CCCCC2)cc1	8	-10
O=C(NCC1CCCO1)c1cc(NS(=O)(=O)c2cccs2)cc(NS(=O)(=O)c2cccs2)c1 (stereo not drawn)	2	6
O=C(O)/C=C(/c1ccccc1)C(F)(F)F	-5	170
CCC(CC)NC(=O)Nc1ccc(C)cc1	-5	-6
CCCCCc1ccc(-c2cn(CCc3c[nH]c4ccccc34)nn2)cc1	-3	-1
CCCn1c(=O)c(C#N)cn(C2CC2)c1=O	3	-7
COc1cc(C2NC(=S)NC(C)=C2C(=O)Nc2ccc(C)cc2)ccc1O (stereo not drawn)	-5	9
COCCN(C(=O)COC(=O)c1ccc(Cl)nc1)c1c(N)n(Cc2ccccc2)c(=O)[nH]c1=O	1	10
CSc1nc2nc(-c3ccc(F)cc3)c(CCN3CCN(C)CC3)cn2n1	12	1
O=C(O)Cc1ccc(OCc2ccc(Cl)nc2)cc1	2	-1
CCSc1nc2ccccc2n1S(=O)(=O)c1ccccc1	-2	1
COc1ccc(OCCN(C)C(=O)c2cccc(S(=O)(=O)N(C)c3ccccc3)c2)cc1	-30	-3
Cc1cccc(-n2ncc3c(=O)[nH]c(SCC(=O)NCCC4=CCCCC4)nc32)c1	-22	3
Cc1ccc(S(=O)(=O)N(C)CC(=O)OCC(=O)NCCN2C(=O)CSC2=O)cc1	-5	-3
Cc1c(Cl)cccc1N1C(=O)CC(Sc2ccccc2N)C1=O (stereo not drawn)	-7	2
CC1(C)CC(=O)C=C(c2ccc(-c3ccc4[nH]ccc4c3)cc2)C1=O	-13	-1
CC1C/C(=N\NC(N)=S)c2cc(Cl)ccc2S1 (stereo not drawn)	10	-5
COc1ccc(CN2CCn3nc(C(=O)NC4CC4)cc3C2=O)cc1	-7	-6
O=C(CC12CC3CC(CC(C3)C1)C2)Nc1ccc2c(c1)COC2=O	-1	9
Cc1cccnc1NC(=O)CSc1nnc(CNC(=O)c2cccc([N+](=O)[O-])c2)n1C	20	-6
CCCCC/C=C\C/C=C\C/C=C\CCCCC(=O)O	6	0
CC(C)c1ccc(NC(=O)c2ccc(-c3ccnn3C)c3ccoc23)cc1	-1	-1
COC(=O)Cc1ccc(Oc2ncc(C(F)(F)F)cc2Cl)cc1	1	-3
COc1ccc(C(=O)CC2SC(N)=NC2=O)cc1 (stereo not drawn)	0	-4

In another format: 17 of the compounds above
| SMILES | H9c2 TAG inh | H9c2 TAG inh DAPI viability |
| --- | --- | --- |
| CCCCCc1ccc(-c2cn(CCc3c[nH]c4ccccc34)nn2)cc1 | -3 | -1 |
| CCCn1c(=O)c(C#N)cn(C2CC2)c1=O | 3 | -7 |
| COc1cc(C2NC(=S)NC(C)=C2C(=O)Nc2ccc(C)cc2)ccc1O (stereo not drawn) | -5 | 9 |
| COCCN(C(=O)COC(=O)c1ccc(Cl)nc1)c1c(N)n(Cc2ccccc2)c(=O)[nH]c1=O | 1 | 10 |
| CSc1nc2nc(-c3ccc(F)cc3)c(CCN3CCN(C)CC3)cn2n1 | 12 | 1 |
| O=C(O)Cc1ccc(OCc2ccc(Cl)nc2)cc1 | 2 | -1 |
| CCSc1nc2ccccc2n1S(=O)(=O)c1ccccc1 | -2 | 1 |
| COc1ccc(OCCN(C)C(=O)c2cccc(S(=O)(=O)N(C)c3ccccc3)c2)cc1 | -30 | -3 |
| Cc1cccc(-n2ncc3c(=O)[nH]c(SCC(=O)NCCC4=CCCCC4)nc32)c1 | -22 | 3 |
| Cc1ccc(S(=O)(=O)N(C)CC(=O)OCC(=O)NCCN2C(=O)CSC2=O)cc1 | -5 | -3 |
| Cc1c(Cl)cccc1N1C(=O)CC(Sc2ccccc2N)C1=O (stereo not drawn) | -7 | 2 |
| CC1(C)CC(=O)C=C(c2ccc(-c3ccc4[nH]ccc4c3)cc2)C1=O | -13 | -1 |
| CC1C/C(=N\NC(N)=S)c2cc(Cl)ccc2S1 (stereo not drawn) | 10 | -5 |
| COc1ccc(CN2CCn3nc(C(=O)NC4CC4)cc3C2=O)cc1 | -7 | -6 |
| O=C(CC12CC3CC(CC(C3)C1)C2)Nc1ccc2c(c1)COC2=O | -1 | 9 |
| Cc1cccnc1NC(=O)CSc1nnc(CNC(=O)c2cccc([N+](=O)[O-])c2)n1C | 20 | -6 |
| CCCCC/C=C\C/C=C\C/C=C\CCCCC(=O)O | 6 | 0 |

Additional structures:
SMILES	H9c2 TAG inh	H9c2 TAG inh DAPI viability
COc1ccc(C)cc1C(=O)CCC(=O)N1CCN(c2ccccc2F)CC1	-20	4
Cc1cc(SCC(=O)Nc2cccc(S(=O)(=O)N3CCOCC3)c2)nc2ccccc12	17	-21
O=C(c1ccc(F)cc1Cl)N(c1ccccn1)C1CCCCC1	-20	7
O=C(CCl)N(c1ccccc1)c1c[nH]c2ccccc12	79*	-37*
CCOC(=O)c1cnc(-n2nc(C)cc2C)nc1Nc1ccc(O)cc1	3	2
COc1ccc(C(=O)Nc2ccccc2N2CCCC2)cc1S(=O)(=O)N1CCOCC1	11	-3
Cc1ccc(C)c(S(=O)(=O)N2CCN(C(=O)c3cc(-c4cccs4)nn3-c3ccccc3)CC2)c1	8	3
CC(C)N(C(=O)[C@H]1C[C@H](CC(=O)NCCCn2ccnc2)C(=O)N2CCc3c([nH]c4ccc(Cl)cc34)[C@]12C)C(C)C	0	2
Cc1ccc(NC2CCCN(C(=O)CN3C(=O)CSC3=O)C2)cc1C (stereo not drawn)	29	3
O=C(ONC1=NCCCCC1)c1c(F)cccc1F	10	-2
COC(=O)Cc1cn(-c2ncc(C(F)(F)F)cc2Cl)c2ccccc12	-17	4
CC1CCc2nn(CC(=O)Nc3c(F)cc(F)cc3Br)cc2C1 (stereo not drawn)	-5	-4
NC1=NC[C@@H](Cc2ccc(O)cc2)N1CCc1cccc(F)c1	2	-1
COC(=O)Cc1c(-c2[nH]c3ccccc3c2CC(=O)OC)[nH]c2ccccc12	9	-9
CC(CCn1cccn1)NC(=O)CCc1nnc(C2CCCCC2)o1 (stereo not drawn)	10	-5
C=CCNC(=O)c1onc(CSc2ccc(F)c(F)c2)c1C(=O)O	-42	6
Cc1ccc(OCCC(=O)OCC(=O)NCCNC(=O)COC(=O)CCOc2ccc(C)cc2)cc1	11	-3
CCC(=O)Nc1cc(OC)c(NC(=O)c2ccccc2)cc1OC	32	-3
CN(C(=O)CSc1nnc(C(F)(F)F)n1C)c1c(N)n(Cc2ccccc2)c(=O)[nH]c1=O	-4	-5
COC(=O)c1ccc(CSc2nc3sc(C)c(C)c3c(=O)[nH]2)cc1	-1	3
COc1ccc(N2Cc3ccccc3C2)cc1Cl	-2	4
CCCOc1ccc(/C=c2\sc3ncnn3c2=O)cc1	-23	11
CCOC(=O)c1c(NC(=O)COC(=O)Cc2c[nH]c3ccccc23)sc(C(=O)N(C)C)c1C	4	0
O=C(O)C1=C[C@H](c2coc3ccccc3c2=O)C[C@H](OCCCCO)O1	-4	-5
COc1cccc(/C=C2\SC(=S)N(CCCC(=O)Nc3cc(C)on3)C2=O)c1	-5	-5
C(=C1c2ccccc2-c2ccccc21)c1ccccn1	-7	-6
CCCN1CCC(C(=O)NC(c2ccc(F)cc2)c2ncccc2C)CC1 (stereo not drawn)	-19	5
COc1ccc(NC(=O)NCc2cccnc2)cc1	-9	-1
CC1=C(C(=O)N(C)C)CC(CC(=O)NC2CCCC2)C(=O)N1Cc1ccccc1 (stereo not drawn)	12	-4
CC1=Nc2cc([N+](=O)[O-])ccc2NC(C)(C)C1	20	25

Screens as filed in PubChem BioAssay.
